Bioassay records deposited in PubChem BioAssay by several laboratories.
Runt-CBFb FRET – Runt domain-CBFb interaction inhibition; actives 0.46% (n = 220,000); Cerulean-Runt/Venus-CBFb FRET ratio 530/480, 1 h; inhibition, % at 20 µM; AID 1496;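 active = inhibition over about 50% at 20 µM in the single-dose screen, limit read from the data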;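 also: 0% = DMSO wells and 100% = excess unlabeled CBFb competitor control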
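System: Cerulean-labeled Runt domain protein | Quantity: 100 nM of each labeled protein | Schedule: 1 h compound exposure, room temperature | Detection: Fluorescence energy transfer, 422 nm excitation, 530/480 nm emission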
hK5 inh – blocks human kallikrein 5 protease activity; actives 0.59% (n = 210,000); recombinant hK5, fluorogenic AMC substrate cleavage; Q9Y337; inhibition, % at 5 µM;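 active = inhibition of 40% or more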;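 also: 0% = enzyme controls without compound and 100% = no-enzyme blanks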
FXIa inh 1536 – blocks human coagulation factor XIa protease activity; purified FXIa, Boc-Glu-Ala-Arg-AMC fluorogenic substrate; inhibition, % at 5 µM; actives 0.14% (n = 220,000);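 active = inhibition of at least 40%; inactive = inhibition below 40%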;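 also: fluorescence of freed AMC excited at 355 nm; 0% = enzyme without compound and 100% = no enzyme blank; many of its hits are not listed in these tables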
Target sequence (P03951 19-387 limits assumed): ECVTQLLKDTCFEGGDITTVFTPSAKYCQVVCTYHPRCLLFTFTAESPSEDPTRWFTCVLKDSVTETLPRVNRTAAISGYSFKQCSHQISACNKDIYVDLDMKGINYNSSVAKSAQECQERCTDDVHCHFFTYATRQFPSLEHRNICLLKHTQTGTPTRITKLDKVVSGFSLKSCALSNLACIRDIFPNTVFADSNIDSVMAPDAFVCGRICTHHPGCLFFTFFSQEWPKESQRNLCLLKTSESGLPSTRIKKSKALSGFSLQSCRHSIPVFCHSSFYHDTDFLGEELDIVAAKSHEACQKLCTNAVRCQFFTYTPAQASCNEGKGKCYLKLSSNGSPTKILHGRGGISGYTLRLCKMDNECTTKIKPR
Target sequence (P03951 388-625 limits assumed): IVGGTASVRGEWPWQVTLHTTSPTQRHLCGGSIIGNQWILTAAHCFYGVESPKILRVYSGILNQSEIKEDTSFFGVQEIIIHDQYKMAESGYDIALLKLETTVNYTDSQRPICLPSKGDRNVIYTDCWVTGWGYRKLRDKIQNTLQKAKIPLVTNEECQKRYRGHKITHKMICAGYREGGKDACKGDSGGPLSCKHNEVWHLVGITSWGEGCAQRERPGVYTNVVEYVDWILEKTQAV
Hck Nef HTS – blocks Nef-activated human Hck kinase. P08631. actives 0.68% (n = 220,000). Recombinant Hck-YEEI plus Nef, Z-Lyte FRET kinase assay. inhibition, % at 20 µM. AID 463187;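 active = Hck-Nef kinase inhibition above about 50%, limit read from the data; inactive = inhibition below that limit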;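 also: 0% = DMSO with Hck plus Nef and 100% = Hck alone without Nef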
14-3-3 Bad PPI – disrupts binding of bovine 14-3-3 zeta to phospho-Bad peptide; TR-FRET 14-3-3zeta/Dy647-pBad peptide displacement, 1 h; inhibition, % at 21.7 µM; actives 0.71% (n = 220,000);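 active = inhibition above about 70%, limit read from the data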;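 also: 0% = full 14-3-3 plus peptide FRET controls and 100% = background without 14-3-3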
Target sequence (P63103 whole entry, looked up): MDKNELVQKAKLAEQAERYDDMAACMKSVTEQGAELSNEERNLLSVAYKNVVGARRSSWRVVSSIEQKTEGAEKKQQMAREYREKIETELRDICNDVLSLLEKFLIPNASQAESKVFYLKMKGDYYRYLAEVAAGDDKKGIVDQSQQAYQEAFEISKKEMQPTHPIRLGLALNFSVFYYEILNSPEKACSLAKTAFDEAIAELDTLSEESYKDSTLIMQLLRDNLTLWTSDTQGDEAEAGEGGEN
thrombin 1536 – blocks human thrombin protease activity. P00734. alpha-thrombin, Boc-VPR-AMC fluorogenic substrate cleavage. actives 0.26% (n = 220,000). AID 1046. inhibition, % at 5 µM;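 active = inhibition at or above 40%; inactive = inhibition below 40%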;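 also: 0% = enzyme with no compound and 100% = wells without enzyme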
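System: human alpha-thrombin protein; Compound dosing: one concentration per compound, 5 µM, with 0.2% DMSO; Timing: reaction at room temperature; Technique: AMC fluorescence, 355/460 nm; Controls: enzyme without compound as high, wells lacking enzyme as low.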
FXIIa inh – factor XIIa (human) inhibition; actives 0.3% (n = 220,000); P00748; AID 800; inhibition, % at 5 µM; purified FXIIa, Boc-QGR-AMC fluorogenic substrate, 2 h; in the data active = inhibition above about 40%;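 also: 0% = enzyme with no compound and 100% = blank without enzyme; many of its hits are not listed in these tables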
Runt-SMMHC FRET – inhibitors of human RUNX1 Runt domain binding to CBFb-SMMHC. Q01196+Q13951. Cerulean-Runt/Venus-CBFb-SMMHC FRET ratio 530/480, 1 h. inhibition, % at 20 µM. actives 0.74% (n = 220,000);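 active = mean inhibition across duplicate retests at 20 µM reaching about 50%, limit read from the data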;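 also: 0% = DMSO wells and 100% = wells with excess untagged CBFb-SMMHC; inhibitors lower the FRET ratio by blocking Runt binding to CBFb-SMMHC; some results filed as inactive read as strong as hits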
Wee1 degr inh – human Wee1 degradation inhibition, primary screen; P30291; reporter increase, % at 5 µM; actives 1.2% (n = 220,000); HeLa Luc-Wee1K328M stability, luciferase luminescence; 100% = proteasome inhibitor MG132 effect;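 active = activation above the mean of all tested compounds plus 3 SD, set per screening run, cut at about 8.8% in these data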;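 also: cells exposed to compound for 20 h before luminescence read; 0% = DMSO alone and 100% = MG132 at 30 µM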
An asterisk follows results filed as active; . = no result given; [ ] = another dose, or the depositor's remark. Rows are unselected; overall some 4.2% were active at least once.

SMILES	Runt-CBFb FRET	hK5 inh	FXIa inh 1536	Hck Nef HTS	14-3-3 Bad PPI	thrombin 1536	FXIIa inh	Runt-SMMHC FRET	Wee1 degr inh
CCCOC(=O)C1[C@H]2C(=O)N(CC3CCCO3)C[C@]23C=C[C@H]1O3 (stereo not given in full)	-1	-16	3	0	10	1	10	2	-1
COc1ccc(/C=C/C(=O)O)cc1Cl	-2	-1	3	8	6	-2	6	-1	-2
O=C(NCCC1=CCCCC1)C(=O)NCc1ccccc1	5	-8	6	1	-16	-2	9	1	0
CN(CC(=O)NC1CCCCCC1)S(=O)(=O)c1ccc2c(c1)n(C)c(=O)c(=O)n2C	1	-1	-4	1	2	-5	8	2	-1
CC(Sc1sc(=S)sc1SC(C)C(=O)O)C(=O)O (stereo not given)	18	-3	1	2	-14	3	18	6	3
CN(C)C(CNC(=O)c1ccc2c(c1)S(=O)(=O)c1ccccc1C2=O)c1ccco1 (stereo not given)	-1	5	0	29	-4	-3	7	1	0
CCN(CC)c1ccc(NC(=O)Cn2ncc3c(C)n(Cc4ccccc4F)c(C)c3c2=O)c(C)c1	1	-9	9	11	48[fluorescence artefact?]	-5	16	0	-1
CC(C)c1cc(C(F)(F)F)n2nc(C(=O)O)cc2n1	0	-25	-13	0	-3	-3	7	1	-2
Cc1ccc(C(=O)Nc2ccc(F)cc2F)o1	2	-3	1	1	-5[fluorescence artefact?]	3	17	-3	0
Cc1ccc(NC(=O)c2ccc3ncsc3c2)cc1S(=O)(=O)N(C)C	21	16	1	15	38	2	9	32	1
COc1cc(C(=O)O/N=C(\N)c2ccc([N+](=O)[O-])cc2)cc(OC)c1OC	-1	-8	-13	-2	14[fluorescence artefact?]	16	-1	0	0
CCc1ccccc1NC(=O)Cn1cccc1C1=NC(c2ccccc2)CO1 (stereo not given)	0	-19	-6	3	-2[fluorescence artefact?]	-6	1	0	2
C/C(=N\OCC(=O)Nn1c(C)nc2ccccc2c1=O)c1ccccc1	1	-9	5	0	-6	-3	0	4	2
CCN(CC)CCCN1C(=O)C(=O)/C(=C(/O)c2ccc(C)cc2)C1c1ccccn1 (stereo not given)	-1	-24	-5	1	-3	18	0	-7	0
Cc1cc2cc3c(cc2nc1SCc1ccc(C(=O)O)cc1)OCCO3	0	-2	2	4	8	-6	5	-4	-1
COc1cc2c(c(O)c1OC)-c1c(cc(OC)c(OC)c1OC)C[C@@H](C)[C@@H](C)C2	2	0	0	12	-9	1	8	1	.
CCOc1ccc(NC(=O)CSc2nnc(-c3ccncc3)n2CC2CCCO2)cc1 (stereo not given)	-1	-9	2	-1	.	1	11	-9	0
CCN(CC)CCN1C(=O)C(O)=C(C(C)=O)C1c1ccc(OC)c(OC)c1 (stereo not given)	-2	21	9	7	5	9	20	-4	-1
CC(=O)Nc1ccc(NC(=O)C(Sc2ccccc2)c2ccccc2)cc1 (stereo not given)	-1	4	2	16	-7	-2	8	0	-1
CCOC(=O)c1ccc(NC(=O)C(=O)NCc2ccncc2)cc1	0	-12	3	0	-3	0	11	-1	-1
COc1ccc(CNC(=O)CCSCc2ccc(C)cc2)cc1	-4	-10	-2	7	-10	3	3	1	-2
COc1ccc(C2C(C(=O)c3sc(C)nc3C)=C(O)C(=O)N2CCN(C)C)cc1 (stereo not given)	0	-17	5	-1	-13	3	18	2	-3
Cc1ccc([N+](=O)[O-])cc1NC(=O)Nc1cccc(F)c1	-1	-12	-11	11	2	-4	2	1	-1
CCC1(C(=O)OC)NC(c2ccccc2OC)C2C(=O)N(C)C(=O)C21 (stereo not given)	-1	-9	0	0	2	-2	23	0	-2
Nc1nc(NCC2CCCO2)nc(Nc2cccc(F)c2)c1[N+](=O)[O-] (stereo not given)	-3	4	3	24	4	1	7	1	2
Cc1noc(C)c1C(=O)OCC(=O)Nc1ccccc1Oc1ccccc1	2	-17	5	1	-20[fluorescence artefact?]	-3	6	2	0
CC(C)CN(CC(C)C)S(=O)(=O)N1CCC(C(=O)NCc2ccco2)CC1	-2	-2	1	26	-9	3	8	-1	1
COc1ccc(C2CCCN2C(=O)Nc2ccc(C)c(C)c2)cc1OC (stereo not given)	2	20	-11	4	0	-6	-3	1	-1
COc1ccc(C)cc1NS(=O)(=O)c1cc(C)ccc1C	-1	-8	0	1	-8	1	10	-3	0
N/C(=N\N=C\c1ccco1)SC1CC(=O)N(c2ccc(C(=O)O)cc2)C1=O (stereo not given)	2	0	-4	20	-8	-1	12	2	-2
COc1cccc(/C=c2\sc3nc(-c4cccs4)nn3c2=O)c1OC	0	0	0	1	10	-3	10	-1	-1
COc1ccc(C2OC(=O)CC2C(=O)NCc2ccc(Cl)cc2)cc1OC (stereo not given)	1	-2	-1	10	-9	1	-3	1	-4
CCC(C)NCCOCCOc1ccc(Cl)c2ccccc12 (stereo not given)	-3	-26	-1	-15	33	-1	-6	1	-3
CCCCOP(=O)(OCCCC)C(O)c1ccc(Br)cc1 (stereo not given)	-2	-2	7	1	3	-4	14	3	-1
c1coc(-c2ccnc(-n3cccc3)n2)c1	0	1	8	-35	-2	-4	13	8	2
COc1ccc(NS(=O)(=O)c2ccc(OC)c(NC(=O)CCC3CCCCC3)c2)cc1	-1	-5	-3	5	1	-2	9	-2	-2
COc1ccc([N+](=O)[O-])cc1NC(=O)c1ccco1	1	-1	-4	18	-1	-11	7	2	2
COc1cccc(CN2C(=O)c3ccccc3C2C(=O)NCC2CCCO2)c1 (stereo not given)	0	2	-3	-1	9	2	9	0	1
COC(=O)c1ccc(CSc2nnc(-c3ccncc3)n2Cc2ccccc2)o1	2	9	-2	2	0	-2	0	-2	0
Cc1cccc(C)c1NC(=O)NCCCN1CCN(c2ccccc2)CC1	-1	32	30	13	4	11	28	1	11*

Gathered by group, those above containing a nitro group on carbon.
SMILES	Runt-CBFb FRET	hK5 inh	FXIa inh 1536	Hck Nef HTS	14-3-3 Bad PPI	thrombin 1536	FXIIa inh	Runt-SMMHC FRET	Wee1 degr inh
COc1cc(C(=O)O/N=C(\N)c2ccc([N+](=O)[O-])cc2)cc(OC)c1OC	-1	-8	-13	-2	14[fluorescence artefact?]	16	-1	0	0
Cc1ccc([N+](=O)[O-])cc1NC(=O)Nc1cccc(F)c1	-1	-12	-11	11	2	-4	2	1	-1
Nc1nc(NCC2CCCO2)nc(Nc2cccc(F)c2)c1[N+](=O)[O-] (stereo not given)	-3	4	3	24	4	1	7	1	2
COc1ccc([N+](=O)[O-])cc1NC(=O)c1ccco1	1	-1	-4	18	-1	-11	7	2	2

(next part)
SMILES	Runt-CBFb FRET	hK5 inh	FXIa inh 1536	Hck Nef HTS	14-3-3 Bad PPI	thrombin 1536	FXIIa inh	Runt-SMMHC FRET	Wee1 degr inh
[O-][n+]1onc2c1CCc1nnc(-c3ccccc3)cc1-2	0	-15	5	-1	-4	-8	10	-7	0
COc1cccc(CN2CCN(Cc3ccc(O)c(OC)c3)CC2CCO)c1 (stereo not given)	2	1	-1	0	-14	-1	11	-1	1
Nc1c(C(=O)NCCN2CCOCC2)c2nc3ccccc3nc2n1-c1ccc2c(c1)OCO2	7	-33	-4	29	-14	0	4	0	2
CC(=O)CC(=O)Nc1ccc2ccccc2c1	6	-2	-1	9	-1	-2	4	-2	-2
Cc1cc(C(=O)COc2ncnc3sccc23)c(C)n1C1CC1	19	-2	5	1	-11	2	14	-2	0
CC(=O)Nc1nn(C)c2nc(C)cc(C)c12	3	11	6	-26	4	6	15	2	3
O=C(Cn1cnc2c(nnn2Cc2ccc(Cl)cc2)c1=O)NCc1ccco1	3	4	4	0	2	-4	5	3	-1
CC1Oc2ccccc2N(CC(=O)NCCc2ccccc2)C1=O (stereo not given)	1	-15	8	0	5	3	10	-7	2
CC(C)C(=O)Nc1ccc(O)c(-c2csc(N)n2)c1	.	-3	-7	22	-14	-5	1	.	-2
COc1ccc(NC(=O)c2noc3c2CCC3)cc1	0	-6	-3	-1	7	-6	8	-2	1
CCOC(=O)CC(NC(=O)c1ccco1)c1ccc(C)cc1 (stereo not given)	-2	1	-1	1	12[fluorescence artefact?]	-19	-8	3	2
Clc1ccc(-c2ncc3ccccn23)c(Cl)c1	.	2	-1	23	-17	8	8	.	-1
COc1ccc(NC(=S)N2CCc3ccccc3C2)cc1OC	4	-7	-5	9	-12	-6	4	-3	-2
CC(C)C(c1nnnn1Cc1ccccc1)N(Cc1ccco1)Cc1cccs1 (stereo not given)	-2	3	10	-1	-5	1	17	3	-2
Cc1nc2c(sc3nc(N4CCOCC4)c4c(c32)CC(C)(C)OC4)c(-c2ccc(Cl)cc2)c1C(=O)O	-42	2	3	-2	-10	-3	7	-62	4
CN(C)c1nc(-c2ccc([N+](=O)[O-])cc2)cs1	1	-22	-11	-17	-13	0	8	-14	-1

Shown with two lines to a compound: two of the compounds above
Fields – Runt-CBFb FRET, hK5 inh, FXIa inh 1536, Hck Nef HTS, 14-3-3 Bad PPI, thrombin 1536, FXIIa inh, Runt-SMMHC FRET, Wee1 degr inh
- CC(C)C(c1nnnn1Cc1ccccc1)N(Cc1ccco1)Cc1cccs1 (stereo not given)
    -2, 3, 10, -1, -5, 1, 17, 3, -2
- Cc1nc2c(sc3nc(N4CCOCC4)c4c(c32)CC(C)(C)OC4)c(-c2ccc(Cl)cc2)c1C(=O)O
    -42, 2, 3, -2, -10, -3, 7, -62, 4
